Shiga toxin inh: inhibitors of Shiga toxin in Vero cells | 290,000 tested, 9.2% active | inhibition, % at 38.7 µM | Vero cells, Shiga toxin protein synthesis inhibition reporter | AID 2315; in the data active means inhibition mostly above about 28%, no sharp cut-off; inactive means mostly below about 43%; further: 0% is about no effect
Pf growth 96h: P. falciparum growth inhibition at 96 hours; P. falciparum luciferase reporter growth, 96 h; AID 504834; Potency, µM (top dose mostly 28.7 µM), inactives show top-dose activity change, negative = inhibition, actives largely listed as inhibitors; 320,000 tested, 6.9% active; further: potency means the concentration at half of the fitted maximal effect; on the % scale 0 is the no-effect control and ±100 the full control effect
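Compounds incubated with erythrocytes infected by luciferase-expressing P. falciparum (2% hematocrit, 0.05% parasitemia final) for 96 hours, 37 C in 5% CO2. Growth inhibition scored as decreased luciferase luminescence.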
LmPK inhibitor: blocks Leishmania mexicana pyruvate kinase activity; Q27686; purified LmPK, Kinase-Glo ATP luminescence, 1 h; Potency, µM (series often up to 57.5 µM), for inactives: top-dose activity change, negative = inhibition, usual class: inhibitors; 290,000 tested, 0.37% active; AID 1721; further: potency means the concentration at half of the fitted maximal effect; on the % scale 0 is the no-effect control and ±100 the full control effect
Target sequence (Q27686 whole entry, looked up): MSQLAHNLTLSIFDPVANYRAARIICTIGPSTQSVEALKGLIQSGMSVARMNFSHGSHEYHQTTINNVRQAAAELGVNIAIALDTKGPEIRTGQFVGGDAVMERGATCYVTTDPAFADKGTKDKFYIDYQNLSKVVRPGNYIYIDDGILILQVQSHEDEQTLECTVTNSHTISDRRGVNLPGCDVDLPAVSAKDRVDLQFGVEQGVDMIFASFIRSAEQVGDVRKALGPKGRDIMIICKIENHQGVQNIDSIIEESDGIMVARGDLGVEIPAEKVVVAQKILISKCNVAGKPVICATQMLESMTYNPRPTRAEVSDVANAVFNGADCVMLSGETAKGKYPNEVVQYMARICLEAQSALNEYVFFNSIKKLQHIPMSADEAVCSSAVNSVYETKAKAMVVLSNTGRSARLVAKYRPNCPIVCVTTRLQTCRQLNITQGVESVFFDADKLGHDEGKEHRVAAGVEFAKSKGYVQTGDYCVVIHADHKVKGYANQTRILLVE
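Pyruvate kinase activity monitored as ATP production (luciferase luminescence). Conditions: 0.1 nM enzyme, 0.5 mM PEP, 0.1 mM ADP, 1 h, RT; normalized against uninhibited and no-enzyme wells.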
TbPYK inhibitor: inhibitors of Trypanosoma brucei pyruvate kinase; Q57TT1; Potency, µM (doses to about 76.8 µM), without a hit: top-dose activity, negative = inhibition, usual class: inhibitors; AID 624173; 410,000 tested, 0.12% active; TbPYK enzyme, Kinase-Glo Plus ATP luminescence, 45 min; further: potency means the concentration at half of the fitted maximal effect; on the % scale 0 is the no-effect control and ±100 the full control effect; nearly all actives have a fitted effect of over 50% in size
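T. brucei PYK with substrate was exposed to pin-transferred compounds across a concentration series, then started with 130 uM ADP (final). After 45 min at room temperature, Kinase-Glo Plus luminescence was read, normalized and curve-fitted.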
Cycloheximide cs: affects cycloheximide protein synthesis inhibition readout, counter-screen; max response, %; AID 2314; 300,000 tested, 12% active; cell reporter, cycloheximide protein synthesis inhibition counterscreen; in the data active means max response mostly above about 13%, no sharp cut-off; inactive means mostly below about 14%; further: read at 38.3 µM for the half of the compounds with a filed dose; 0% is about no effect
Pf growth 48h: inhibits P. falciparum growth in the first generation, 48 h; P. falciparum luciferase growth in erythrocytes, 48 h; AID 504832; Potency, µM (titrated, usually from 28.7 µM), inactives show top-dose activity change, negative = inhibition, hits mostly inhibitors; 310,000 tested, 5.9% active; further: potency means the concentration at half of the fitted maximal effect; on the % scale 0 is the no-effect control and ±100 the full control effect
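Growth was read as firefly luciferase luminescence after a 48 h, 37 C, 5% CO2 exposure of compounds to reporter-bearing P. falciparum cultures (0.1% parasitemia, 2% hematocrit final) in Albumax-supplemented RPMI 1640.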
HCV inh: HCV inhibition; 340,000 tested, 3.4% active; AID 651820; Huh7.5.1 HCVcc-Cre infection, luciferase reporter, 44 h; Potency, µM (highest dose often 41.8 µM), for inactives: top-dose activity change, negative = inhibition, most hits filed as inhibitors; further: potency means the concentration at half of the fitted maximal effect; on the % scale 0 is the no-effect control and ±100 the full control effect
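Reporter virus HCVcc-Cre (~0.5 moi) infects cells exposed to compound; seeding density 1,000 cells/well with 4 h settling beforehand. Luminescence, 15 sec read, taken 44 h post-infection following a 15 min RT substrate incubation.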
The depositor's hits bear a star; ? = inconclusive; . = no result given; & = joins results of further samples; [ ] = dose if it differs, or a comment. Unless noted, the call rests on the fitted dose curve; in most records, active means well fitted curve in the direction sought with a large enough effect; inconclusive means small, poorly fitted or top-dose-only effect, or another doubt; inactive means no such curve, though single readings can be large; an effect the other way counts as inactive or inconclusive.

Preview (three entries):
No.	smiles	Shiga toxin inh	Pf growth 96h	LmPK inhibitor	TbPYK inhibitor
1	O=C(N/N=C/c1ccc(Br)s1)c1ccccn1	84*	129%[activator]	-15%	-2%
2	Cc1csc2ncc(C(=O)NCCc3ccccc3)c(=O)n12	48*	117%[activator]	-2%	-2%
3	O=C(NNC(=O)c1cnccn1)c1ccc(Cl)cc1	23	?	2%	4%

No.	Cycloheximide cs	Pf growth 48h	HCV inh
1	48*	-1%	15%
2	45*	122%[activator]	-2%
3	22*	?	4%

This part in full (from the top)
No.	smiles	Shiga toxin inh	Pf growth 96h	LmPK inhibitor	TbPYK inhibitor
1	O=C(N/N=C/c1ccc(Br)s1)c1ccccn1	84*	129%[activator]	-15%	-2%
2	Cc1csc2ncc(C(=O)NCCc3ccccc3)c(=O)n12	48*	117%[activator]	-2%	-2%
3	O=C(NNC(=O)c1cnccn1)c1ccc(Cl)cc1	23	?	2%	4%
4	Nc1nonc1-n1nnc(C(=O)N/N=C/c2ccc3c(c2)OCO3)c1CSc1ccccc1	-3	1%	-1%	-1%
5	Cc1sc2ncnc(SC(C)C(=O)N3c4ccccc4Sc4ccccc43)c2c1C (stereo unspecified)	13	7.4µM*	-3%	-23%
6	O=C(C1CCCN(S(=O)(=O)c2cccc3nonc23)C1)N1CCC(Cc2ccccc2)CC1 (stereo unspecified)	-13	3%	-1%	-4%
7	NC(=O)c1ccc(-c2c(-c3ccccc3)sc3ccccc23)cc1	.	13%	.	-9%
8	COc1ccccc1NC(=O)c1ccccc1NS(=O)(=O)N1CCCC1	-3	.	1%	-1%
9	CC1CC(CN)CC(CO)C1 (stereo unspecified)	-12	48%[activator]	-2%	3%
10	Cn1cc(Cl)c(C(=O)Nc2nc3ccccc3s2)n1	71*	270%[activator]	7.9µM*	-10%

No.	Cycloheximide cs	Pf growth 48h	HCV inh
1	48*	-1%	15%
2	45*	122%[activator]	-2%
3	22*	?	4%
4	-1	29%	-9%
5	-2	1.7µM*	?
6	-3	?	7%
7	.	34%[activator]	11%
8	-2	-6%	1%
9	7	2%	?
10	42*	230%[activator]	18%

New compounds follow
No.	smiles	Shiga toxin inh	Pf growth 96h	LmPK inhibitor	TbPYK inhibitor
11	O=C(NCC(=O)N(c1ccccc1)C(C(=O)NC1CCCC1)c1cccnc1)c1cccs1 (stereo unspecified)	-8	14%	0%	7%
12	C=CCN(C(=O)CNS(=O)(=O)c1ccccc1)C(C(=O)NCCOC)c1ccncc1 (stereo unspecified)	-7	10%	2%	12%
13	COc1cc(C(C(=O)NC(C)(C)C)N(C(=O)CNC(=O)c2cccs2)c2ccc(C(C)C)cc2)cc(OC)c1OC (stereo unspecified)	26	22%	6%	7%
14	Cc1ccccc1CCN(C(=O)Cn1nnc2ccccc21)C(C(=O)NCC1CCCO1)c1nc2ccccc2n1C (stereo unspecified)	-8	30%[activator]	6%	-7%
15	Cc1cccc(C2CC(c3ccccc3)Nc3nc(N)nn32)c1 (stereo unspecified)	-2	-21%	-5%	2%
16	COc1ccc(-c2cc(C(F)(F)F)nc(SCC(=O)Nc3sc4c(c3C#N)CCC4)n2)cc1	10	1.7µM*	2%	-18%
17	CCCCC[C@H](O)/C=C\[C@H]1[C@H](C/C=C\CCCC(=O)O)[C@@H](O)C[C@H]1O (tested in a mixture with another compound)	.	?	.	3%[33.2 µM]
18	CCC1(c2ccc(F)cc2)NC(=O)N(CC(=O)NC2CC2)C1=O (stereo unspecified)	.	17%	.	0%
19	Cn1c(O)c(C2=NN(C(=O)CCl)C(c3ccccc3)C2)c(=O)n(C)c1=O (stereo unspecified)	-17	-2%	8%	4%
20	O=C(NNC(=O)c1ccc(NC(=O)c2ccccc2)cc1)Nc1ccccc1	17	?	-2%	0%

No.	Cycloheximide cs	Pf growth 48h	HCV inh
11	-2	-13%	11%
12	0	-3%	10%&9%
13	12	?	14%
14	0	-19%	?
15	2	17%	8%
16	-2	4.1µM*	?
17	.	-7%[12.8 µM]	.
18	.	?	10%
19	-4	?	-4%
20	-5	20%	1%

(further entries)
No.	smiles	Shiga toxin inh	Pf growth 96h	LmPK inhibitor	TbPYK inhibitor
21	O=C(COc1ccccc1Cl)Nc1ccc2c(c1)OCCO2	87*	-18%	-2%	-12%
22	CC(C)c1ccc(NC2CCCN(C(=O)c3ccccc3-c3ncc[nH]3)C2)cc1 (stereo unspecified)	-11	-14%	1%	-6%
23	CCCNC(=O)C1CC(c2ccccc2C(F)(F)F)=NO1 (stereo unspecified)	.	62%[activator]	.	4%
24	COc1cc(S(=O)(=O)N(Cc2ccco2)C2CCCC2)ccc1-n1cnnn1	-7	8%	0%	7%
25	COc1cc(-c2n[nH]c(=S)n2C(C)c2ccccc2)cc(OC)c1OC (stereo unspecified)	-8	?	?	?
26	COc1ccc(CCC(=O)NCCS(=O)(=O)N2CCN(c3ccccc3OC)CC2)cc1	-16	38%	-3%	12%
27	COc1ccc2ccc3c(c2c1)N=CC1(O3)N(C)c2ccccc2C1(C)C (stereo unspecified)	34*	?	0%	3%
28	Cc1sc2nc(CN(C(=O)NCc3ccccc3)C3CCCC3)[nH]c(=O)c2c1C	3	?	2%	-5%
29	O=c1ccn(CCc2c[nH]c3ccccc23)c2c1CCCC2	30	44%[activator]	11%	1%
30	Nc1nonc1-n1nnc(C(=O)N/N=C/c2ccncc2)c1CSc1ccccc1	-9	52%[activator]	-2%	5%

No.	Cycloheximide cs	Pf growth 48h	HCV inh
21	45*	136%[activator]	?
22	-1	?	?
23	.	?	20%
24	-4	?	-4%
25	-2	-19%	1%
26	-4	-9%	14µM*
27	10	-9%	-6%
28	-1	93%[activator]	11%
29	10	34%[activator]	-3%
30	1	35%[activator]	-6%

A draw from above in order of molecular weight, largest number first.
No.	smiles	Shiga toxin inh	Pf growth 96h	LmPK inhibitor	TbPYK inhibitor
11	O=C(NCC(=O)N(c1ccccc1)C(C(=O)NC1CCCC1)c1cccnc1)c1cccs1 (stereo unspecified)	-8	14%	0%	7%
21	O=C(COc1ccccc1Cl)Nc1ccc2c(c1)OCCO2	87*	-18%	-2%	-12%
1	O=C(N/N=C/c1ccc(Br)s1)c1ccccn1	84*	129%[activator]	-15%	-2%

No.	Cycloheximide cs	Pf growth 48h	HCV inh
11	-2	-13%	11%
21	45*	136%[activator]	?
1	48*	-1%	15%

Continued:
No.	smiles	Shiga toxin inh	Pf growth 96h	LmPK inhibitor	TbPYK inhibitor
31	Cc1ccc(S(=O)(=O)CCC(=O)Nc2nnc(CC(C)C)s2)cc1	.	?	.	1%
32	Cc1sc(NC(=O)CSc2nnnn2C(C)C)c(C#N)c1C	-1	36%[activator]	1%	-5%
33	COc1ccc(-c2nc(C#N)c(NCCc3ccccc3)o2)cc1OC	50	.	-1%	-5%
34	CCOC(=O)c1c(O)cc(C)cc1Nc1ccccc1	-2	?	3%	1%
35	COc1ccc(S(=O)(=O)CC(O)CN2CCCC2=O)cc1 (stereo unspecified)	4	117%[activator]	3%	.
36	O=C(NCCCCc1ccccc1)C1CCCC1	.	?	-2%	-3%
37	COc1ccc2[nH]c(=O)c(CN(C(=O)c3cccnc3)c3cc(C)ccc3C)cc2c1	28	-19%	-4%	0%
38	Clc1ccc(-c2nnc(CSc3nnc(-c4cccs4)o3)o2)cc1	36	-1%	5%	-3%
39	O=C(NCC1CC1)c1ccc2c(c1)S(=O)(=O)c1cc(Cl)ccc1C2=O	.	?	.	-6%
40	Clc1ccccc1Cc1noc(CN2CCCCC2c2ccccn2)n1 (stereo unspecified)	2	?	4%	10%

No.	Cycloheximide cs	Pf growth 48h	HCV inh
31	.	-11%	19%
32	-1	51%[activator]	-7%
33	22*	13%	?
34	11	-18%	-8%
35	-2	-4%	13%
36	16	5%	-13%
37	-1	-15%	16%
38	23	35%[activator]	-18%
39	.	?	?
40	7	?	7%

(list continues)
No.	smiles	Shiga toxin inh	Pf growth 96h	LmPK inhibitor	TbPYK inhibitor
41	COc1cccc(N2CCN(c3ccc4nnc(CCC(=O)Nc5ccc(OC)c(OC)c5)n4n3)CC2)c1	-2	-19%	6%	1%
42	Cc1c(N(C)C)nc2ccccc2c1N	-11	20%	-8%	9%
43	CN(CC(=O)Nc1cccc(F)c1)CC(=O)Nc1ccc(Cl)cc1[N+](=O)[O-]	43	-19%	-3%	-2%
44	COc1ccc(C(OCC(O)CN(C)C2CCCCC2)c2ccc(OC)cc2)cc1 (stereo unspecified)	-6	?	0%	0%
45	CC(=O)NCC(=O)Nc1ccc(Br)cc1C(=O)c1ccccc1	-7	1%	-1%	0%
46	CCc1ccc(C(=O)Nc2cc(C)ccc2F)s1	105*	120%[activator]	-16%	3%
47	Cc1oc(-c2cccc(Cl)c2)nc1CN1CCCC(C(=O)NCc2ccco2)C1 (stereo unspecified)	-2	?	-1%	4%
48	CCOc1ccc(CNc2nnnn2C)cc1	.	-8%	1%	-1%
49	O=C(CSc1nc(=O)n2cc(Cl)ccc2n1)NCCc1ccccc1	.	8%	.	1%
50	COc1cc(OC)c(OC)cc1/C=C1\CC(C)C/C(=C\c2cc(OC)c(OC)cc2OC)C1=O (stereo unspecified)	4	?	3%	-6%

No.	Cycloheximide cs	Pf growth 48h	HCV inh
41	-3	?	16%
42	-5	7%	1%
43	11	14%	6%
44	-5	?	-25%
45	-1	12%	-5%
46	70*	38%[1.15 µM]	5%
47	1	?	?
48	-2	-24%	19%
49	.	12%	-23%
50	-1	4.7µM*	?

(continued)
No.	smiles	Shiga toxin inh	Pf growth 96h	LmPK inhibitor	TbPYK inhibitor
51	O=C(CS(=O)(=O)Cc1ccccc1)Nc1ccc(Cl)cn1	9	16%	4%	-22%
52	CC(=O)c1sc(N)c(C(=O)OC(C)C)c1C	24	130%[activator]	-1%	-16%
53	CC(C)OCCCNC(=O)Cc1ccc(Br)cc1	20	23%	1%	12%
54	CCOC(=O)c1c(S(=O)(=O)NCCc2ccco2)c(C)n(C)c1C	-7	8%	-1%	-1%
55	CCCN1C2CCCC1CC(NC(=O)c1ccc(Br)cc1)C2 (stereo unspecified)	1	13%	3%	-3%
56	COc1ccc(CCNC(=O)CSc2nc3ccccc3c3nc(CCN4CCCCC4)nn23)cc1OC	-8	33%[activator]	-6%	1%
57	Cc1ccc(S(=O)(=O)N2CCC(C(=O)NNC(=O)c3cccnc3)CC2)cc1	-9	?	-1%	-1%
58	Cc1ccc(S(=O)(=O)N2CCN(CC(=O)N/N=C\c3ccc(Cl)c([N+](=O)[O-])c3)CC2)cc1	20	-3%	14%	-6%
59	Cc1nc2ccc(S(=O)(=O)NCC(=O)N3CCN(c4ccccn4)CC3)cc2s1	-9	6%	2%	2%
60	CC(C)(C)c1nc(S(=O)(=O)c2ccc(Cl)cc2)c(N2CCOCC2)o1	14	26%	-7%	-24%
61	O=C(N/N=C/C1CC2CCC1C2)c1ccc2c(c1)OCO2 (stereo unspecified)	39*	18%	-3%	-4%

No.	Cycloheximide cs	Pf growth 48h	HCV inh
51	1	2%	5%
52	19*	66%[activator]	14µM*
53	-3	-23%[5.75 µM]	4%
54	-1	18%	3%
55	-4	?	-26%
56	6	-15%	1%
57	-3	42%[activator]	7%
58	-1	-16%	4.5µM*
59	-4	-6%	-18%
60	1	.	18%
61	41*	14%	6%
